Neddylation inh = inhibitors of human cullin neddylation; calls only at 25 µM; P61081+Q13564; TR-FRET cullin neddylation, biochemical; hit rate 0.58% among 360,000; AID 651699; in the data active = inhibition above about 36%
Target sequence (P61081 whole entry, looked up): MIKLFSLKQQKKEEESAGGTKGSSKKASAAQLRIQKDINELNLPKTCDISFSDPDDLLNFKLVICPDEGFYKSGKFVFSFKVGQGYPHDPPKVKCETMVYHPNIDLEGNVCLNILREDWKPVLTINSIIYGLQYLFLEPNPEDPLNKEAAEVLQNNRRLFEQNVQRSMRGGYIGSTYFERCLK
Target sequence (Q13564 whole entry, looked up): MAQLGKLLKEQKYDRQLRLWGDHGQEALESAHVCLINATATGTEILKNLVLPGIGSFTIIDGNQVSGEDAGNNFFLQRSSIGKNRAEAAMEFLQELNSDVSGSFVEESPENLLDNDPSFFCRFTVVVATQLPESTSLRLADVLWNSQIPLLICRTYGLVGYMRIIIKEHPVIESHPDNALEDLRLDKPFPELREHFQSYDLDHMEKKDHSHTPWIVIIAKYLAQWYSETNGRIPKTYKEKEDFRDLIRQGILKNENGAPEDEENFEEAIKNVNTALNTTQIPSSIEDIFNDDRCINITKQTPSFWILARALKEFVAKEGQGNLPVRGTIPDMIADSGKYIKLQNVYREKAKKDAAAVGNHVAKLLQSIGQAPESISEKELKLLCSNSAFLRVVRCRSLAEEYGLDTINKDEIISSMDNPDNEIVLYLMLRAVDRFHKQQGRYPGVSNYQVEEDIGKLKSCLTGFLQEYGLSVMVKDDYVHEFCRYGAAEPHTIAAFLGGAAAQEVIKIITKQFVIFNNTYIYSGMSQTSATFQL
FAS TE block = inhibitors of human fatty acid synthase thioesterase domain | P49327 | inhibition, % at 15 µM | hit rate 0.67% among 360,000 | recombinant FAS-TE, OMFH fluorogenic substrate, fluorescence endpoint | AID 602261;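 active = compounds whose normalised, plate-corrected inhibition of enzyme fluorescence in the single-dose primary screen is 50% or more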;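 also: 0% = DMSO with enzyme and 100% = substrate without enzyme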
CSN inh = blocks human CSN-mediated cullin deneddylation; Purified CSN, SCF-Nedd8-OG deneddylation, fluorescence polarization; inhibition, % at 12.5 µM; hit rate 0.38% among 360,000;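 active = pattern-corrected inhibition above about 35%, with an unprinted fluorescence ratio check between 0.5 and 1.5, limit read from the data, passing the limit was not always enough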;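 also: 0% = enzyme with substrate and 100% = substrate without enzyme; some results filed as inactive read as strong as hits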
Target sequence (Q92905 whole entry, looked up, one chain of several): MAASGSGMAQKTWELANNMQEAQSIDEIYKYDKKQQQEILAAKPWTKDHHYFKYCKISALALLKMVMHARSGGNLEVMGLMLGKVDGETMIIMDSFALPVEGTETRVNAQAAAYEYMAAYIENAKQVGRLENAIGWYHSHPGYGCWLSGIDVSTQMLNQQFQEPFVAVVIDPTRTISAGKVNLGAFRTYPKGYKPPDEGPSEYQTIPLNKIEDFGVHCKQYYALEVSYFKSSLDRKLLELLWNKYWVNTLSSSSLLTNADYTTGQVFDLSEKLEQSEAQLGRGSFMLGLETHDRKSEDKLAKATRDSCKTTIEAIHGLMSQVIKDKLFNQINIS
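Schedule: reaction 90 min, room temperature / Assay system: HEK293T-derived human Csn5 enzyme / Input: Csn5 at 0.24 nM final / Measure: inhibition of Csn5 cleavage, % / Control set: substrate-only high control, full reaction low control / Technique: fluorescence polarization of the substrate / Buffer or medium: Tris/NaCl/DTT buffer, pH 7.5 / Reagent: SCFSkp2-Nedd8OG substrate at 10 nM final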
MsrA act = activators of bovine methionine sulfoxide reductase A | activation, % at 10.6 µM | hit rate 0.3% among 360,000 | purified bovine MsrA, absorbance read-out; in the data active = activation above about 7.5%;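 also: 0% = vehicle and 100% = reference activator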
Tb MetRS inh = Trypanosoma brucei MetRS inhibition; purified T. brucei MetRS, ATP depletion, Kinase-Glo luminescence; inhibition, % at 11.9 µM; hit rate 0.4% among 360,000; AID 624268;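 active = inhibition above a per-plate cutoff of the control wells' mean inhibition plus 3 SD, cut at about 5.5% in these data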;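 also: 0% = DMSO wells median and 100% = median of wells with control inhibitor compound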
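Test system: purified T. brucei MetRS enzyme. Also added: ATP, methionine and E. coli bulk tRNA substrates. Compound: 11.9 µM single point. Schedule: 15 min enzyme-compound preincubation, 2 h reaction, 10 min detection, 25 °C. Signal: luciferase luminescence of residual ATP, Kinase-Glo. Evaluation: percent inhibition versus plate control medians. Controls: DMSO wells, low control.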
MsrA inh = inhibitors of bovine MsrA; purified bovine MsrA, absorbance read-out; inhibition, % at 15.5 µM; hit rate 0.75% among 360,000; in the data active = inhibition above about 4.5%;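 also: 0% = vehicle wells with enzyme and 100% = reference inhibitor wells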
E coli Lon inh = inhibits E. coli Lon protease; purified E. coli Lon protease, fluorescence polarization; inhibition, % at 7.94 µM; hit rate 0.42% among 360,000; AID 602123; in the data active = inhibition above about 13%, passing the limit was not always enough;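 also: 0% = enzyme with probe and DMSO and 100% = no enzyme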
Rin1-Abl PPI inh = human Rin1-Abl interaction inhibition. P00519+Q13671. TR-FRET Rin1/Abl binding, biochemical. AID 588664. hit rate 0.4% among 360,000. inhibition, % at 7.35 µM; in the data active = inhibition above about 5%, passing the limit was not always enough
MLLE-PAM2 inh = inhibitors of microRNA-mediated deadenylation, human PABP1 MLLE binding. P11940. GST-MLLE / FITC-PAM2 fluorescence polarization. inhibition, % at 20 µM. hit rate 0.36% among 360,000. AID 588489; in the data active = inhibition above about 35%, passing the limit was not always enough;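 also: plate controls were DMSO wells with GST-MLLE for no effect and wells lacking GST-MLLE protein for full effect; some results filed as inactive read as strong as hits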
* hit, by the source's call; i = inactive; . = no result given.

Fields – Neddylation inh	FAS TE block	CSN inh	MsrA act	Tb MetRS inh	MsrA inh	E coli Lon inh	Rin1-Abl PPI inh	MLLE-PAM2 inh
CCOC(=O)c1c(C=O)c(C)n(Cc2ccc(C)cc2)c1C
 : i	12	4	-2	-0.2	0.0	-6	0	-3
COc1ccc(C(=O)Nc2ccc(S(=O)(=O)NC(C)C)cc2)cc1
 : i	-7	4	3	-0.5	1.0	3	0	-13
COc1ccc(CNC(=O)c2cncc(Br)c2)cc1
 : i	0	1	-3	-0.8	-0.6	8	3	-2
CSc1nnc2c3cc(F)ccc3n(C)c2n1
 : i	2	6	-3	-0.1	-0.7	-2	-3	-2
O=c1[nH]c(N2CCOCC2)nc2c1CCCC2
 : i	-7	2	0	0.3	0.0	5	-3	-2
COCCCN(Cc1ccco1)C(=O)Cn1ncc2c(=O)oc3ccc(C)cc3c21
 : i	2	-5	-3	-0.2	-0.6	11	0	8
Cc1cccc(C)c1Nc1nnc(SCC(=O)c2ccc(Br)s2)s1
 : i	25	0	-4	-0.7	0.7	-2	1	-16
COc1ccc(CCn2ccc(O)c(Cc3ccc(Cl)cc3Cl)c2=O)cc1OC
 : i	0	2	0	6.4*	-0.1	0	1	-1
Cc1ccc(C(=O)NCc2ccco2)cc1S(=O)(=O)N1CCCC1
 : i	-3	-1	-6	-0.5	-1.1	3	4	1
O=C(NCc1ccccc1Cl)c1ccc(CSc2nc3ccncc3[nH]2)cc1
 : i	-17	-1	-2	0.1	-1.1	2	4	4
CC1C(=O)N(Cc2cn(CCC3OCCO3)nn2)CCS(=O)(=O)N1Cc1ccc(-c2cccc(CO)c2)cc1 (stereo not drawn)
 : i	-11	5	-6	0.4	0.5	-9	-2	6
O=c1cc(-c2ccccc2)oc2ccccc12
 : i	-3	-3	-2	-0.3	-0.1	-20	-2	11
O=C(Cn1cnc2ccccc21)Nc1ccccc1-c1ccccc1
 : i	-1	4	-3	-0.1	-0.5	-16	4	2
FC(F)(F)c1nnc2c(Sc3ccc(Cl)cc3)nc3ccccc3n12
 : i	5	0	1	-1.0	-1.2	5	-1	-7
COC(=O)c1ccc(C(=O)OC)c(NC(=S)N2CCC(C)CC2)c1
 : .	4	1	0	0.4	2.1	0	-2	-16
CC(=O)Nc1ccc(S(=O)(=O)NCC2CCC(C(=O)NCc3ccccc3)CC2)cc1 (stereo not drawn)
 : i	-5	-1	2	0.1	-1.5	7	3	10
CCC(C(=O)NCc1ccccc1OC)c1ccccc1 (stereo not drawn)
 : i	-4	0	-5	-0.4	-1.6	-6	3	6
C/C(=N/NC(=O)c1ccccc1)C(=O)O
 : i	-4	-5	6	0.0	1.4	-4	5	-1
NNC(=O)c1cccn(Cc2ccc(Cl)cc2Cl)c1=O
 : i	-3	4	-13	-1.9	1.9	-3	0	20
O=C(COc1cc(Cl)ccc1Cl)Nc1nnc(CC(=O)N2CCOCC2)s1
 : i	-8	2	-6	-0.3	-0.1	-9	-3	-12

Profiles, quoted from the list.
C/C(=N/NC(=O)c1ccccc1)C(=O)O is listed with Neddylation inh = i; FAS TE block = -4; CSN inh = -5; MsrA act = 6; Tb MetRS inh = 0.0; MsrA inh = 1.4; E coli Lon inh = -4; Rin1-Abl PPI inh = 5; MLLE-PAM2 inh = -1
O=C(Cn1cnc2ccccc21)Nc1ccccc1-c1ccccc1 is listed with Neddylation inh = i; FAS TE block = -1; CSN inh = 4; MsrA act = -3; Tb MetRS inh = -0.1; MsrA inh = -0.5; E coli Lon inh = -16; Rin1-Abl PPI inh = 4; MLLE-PAM2 inh = 2

(next part)
Fields – Neddylation inh	FAS TE block	CSN inh	MsrA act	Tb MetRS inh	MsrA inh	E coli Lon inh	Rin1-Abl PPI inh	MLLE-PAM2 inh
COc1ccc2[nH]c(C(=O)N3CCCN(Cc4ccc(F)cc4)CC3)cc2c1
 : .	3	3	-2	0.2	0.3	0	0	-5
Nc1ccc(Nc2nc(-c3cc4ccccc4oc3=O)cs2)cc1
 : i	3	-1	-5	0.3	0.2	-3	-4	5
Cc1nc(NCCNC(=O)c2ccco2)c2c(C)c(C)sc2n1
 : i	-10	2	-3	-0.7	-0.1	-7	-1	-2
COc1ccc(CCNC(=O)c2nnn(CC(=O)Nc3cccc(F)c3)c2N)cc1OC
 : i	-6	6	-4	0.3	0.2	-2	-7	-1
O=S(=O)(NCCOCC(F)(F)C(F)F)c1ccc2oc3ccccc3c2c1
 : i	34	3	-1	-0.6	0.5	7	1	-8
CCOC(=O)N1CCC(c2cc(=O)n(-c3ccccc3)[nH]2)CC1
 : i	0	0	-3	-0.3	0.6	-6	11*	23
CC[N+](CC)(CC#Cc1ccccc1)CC(=O)c1ccc(Cl)cc1
 : i	-4	5	-3	-0.1	-0.4	-5	0	28
COc1ccc(CCNC(=O)C2CC(=O)N(c3ccccc3)C2)cc1OC (stereo not drawn)
 : i	-9	-2	-2	0.0	-0.4	-5	0	8
CCOC(=O)NN=C1CN(S(=O)(=O)c2ccc(C)cc2)C1
 : i	-2	6	2	-0.2	0.9	2	0	6
COc1ccccc1CC(=O)N1CCC(CCC(=O)NC2CC2)CC1
 : i	-10	-2	-2	0.1	0.2	-7	0	-5
CC1CC(C)CN(C(=O)CCNC(=O)Cn2cnc3ccccc3c2=O)C1 (stereo not drawn)
 : i	-7	0	-12	-1.3	-1.8	4	4	4
CN(C)C(=O)c1ccc(NC(=O)c2cccc(S(=O)(=O)N3CCN(Cc4ccccc4)CC3)c2)cc1
 : i	0	-5	-1	-0.2	0.0	-5	1	14
O=C(NCCc1ccccc1)c1ccc(-c2ccccc2Cl)o1
 : i	25	-1	-3	-0.3	-0.6	6	-1	0
Cc1nn(CC(=O)NCCc2ccc(Cl)cc2)c(C)c1[N+](=O)[O-]
 : i	13	3	2	1.3	1.0	-5	0	-8
COC(=O)c1ccc(CSc2nnc(CNC(=O)c3cccs3)o2)o1
 : i	-1	-4	-1	-0.3	-0.3	-12	6	7
O=C(CNC(=O)c1ccco1)NCC(=O)OCc1ccc(F)cc1
 : i	-2	0	-1	0.6	0.8	-3	0	-3
Cn1c(=S)sc2ccc3ccccc3c21
 : i	8	4	-1	-0.2	-1.2	-7	-45	7
Cn1cnc(C(=O)N2CCN(C(=O)OC(C)(C)C)CC2)c1C(=O)N1CCN(C(=O)OC(C)(C)C)CC1
 : i	-7	-1	-3	-0.3	-0.8	-10	0	-155
O=C(COC(=O)CSc1cc(Cl)ccc1Cl)NCc1ccc2c(c1)OCO2
 : i	-6	0	-1	-0.3	-0.7	-7	1	-8
CCOC(=O)CSc1ncc(OC)c(Sc2ccc(OC)cc2)n1
 : i	18	-1	-3	-0.3	0.6	-2	-2	-1

Sorted by value in Rin1-Abl PPI inh (high to low): some entries from above.
Structure,Neddylation inh,CSN inh,MsrA act,Tb MetRS inh,MsrA inh,E coli Lon inh,Rin1-Abl PPI inh,MLLE-PAM2 inh
CCOC(=O)N1CCC(c2cc(=O)n(-c3ccccc3)[nH]2)CC1,i,0,-3,-0.3,0.6,-6,11*,23
COc1ccc(CCn2ccc(O)c(Cc3ccc(Cl)cc3Cl)c2=O)cc1OC,i,2,0,6.4*,-0.1,0,1,-1
COc1ccc(CCNC(=O)C2CC(=O)N(c3ccccc3)C2)cc1OC (stereo not drawn),i,-2,-2,0.0,-0.4,-5,0,8
Cc1nc(NCCNC(=O)c2ccco2)c2c(C)c(C)sc2n1,i,2,-3,-0.7,-0.1,-7,-1,-2
CCOC(=O)CSc1ncc(OC)c(Sc2ccc(OC)cc2)n1,i,-1,-3,-0.3,0.6,-2,-2,-1

The list continues:
Fields – Neddylation inh	FAS TE block	CSN inh	MsrA act	Tb MetRS inh	MsrA inh	E coli Lon inh	Rin1-Abl PPI inh	MLLE-PAM2 inh
O=C(Nc1ccc(Br)cn1)c1ccc2ccccc2c1
 : i	1	-1	-3	0.0	-1.2	1	2	4
CCC1CCc2sc(C(=O)NCC(c3ccccc3OC)N3CCCC3)cc2C1 (stereo not drawn)
 : i	5	-1	-3	-0.1	0.8	0	5	-5
CN(C)c1cc(=O)n2c(n1)SCCC2
 : i	-6	-5	-1	-1.6	0.8	10	-1	-7
CCCCc1ccc(NS(=O)(=O)c2c(C)n(C)c(=O)n(C)c2=O)cc1
 : i	12	3	-1	0.0	0.5	-3	3	13
NC(=O)CC(NC(=O)Cc1ccc(Br)cc1)c1ccc(NCC2CC2)c([N+](=O)[O-])c1 (stereo not drawn)
 : i	-1	4	-5	0.1	-1.0	-8	3	-22
CC(C)(CNC(=O)C1CCCC1)CNC(=O)C1CCCC1
 : i	-5	3	0	-0.5	0.2	-3	1	-4
O=c1cc(CN2CCOCC2)c2cc(Cl)ccc2o1
 : i	-5	-2	-3	0.8	-0.3	2	1	-5
Cc1ccc(C(=O)N/C(=C/c2ccccc2)C(=O)NCc2ccncc2)cc1
 : i	-2	4	-3	-0.4	0.7	-5	1	1
CN1C=CC(=O)[C@@H](OC(=O)Nc2ccc(Br)cc2)[C@H]1c1ccccc1Br
 : i	8	3	-5	0.2	1.2	-9	1	7
Cc1cc(C(=O)N/N=C/c2ccc(-c3ccc(C)c(Cl)c3)o2)n[nH]1
 : .	11	1	-1	-0.5	-0.9	8	-4	10
O=C1N(Cc2cccnc2)C[C@@H]2C[C@@H](c3cccc(OCc4ccccc4)c3)N3CCC[C@@]123
 : i	-6	4	-9	-0.8	0.3	-3	-1	-12
CC(=O)N=Cc1c(C)c(C#N)c(=O)n(C)c1O
 : i	-2	-4	-3	0.2	3.5	4	0	13
O=C(c1coc2ccc(O)cc12)C1CC1
 : i	-2	-6	0	0.3	-0.7	0	0	12
O=C(CN1C(=O)CCSc2ccccc21)NC1CCCCC1
 : i	-4	0	-1	-0.4	0.5	3	-2	2
O=C(c1ccco1)N1CCN(CC(=O)N(C2CCCCC2)C2CCS(=O)(=O)C2)CC1 (stereo not drawn)
 : i	-2	5	-2	-0.6	-0.5	0	0	-26
Cc1ccc2c(C)c(C(=O)N(C)C(C)c3ccncn3)oc2c1C (stereo not drawn)
 : i	2	-2	-4	-0.3	0.4	-7	0	-1
COC(=O)C1=C(C)N(CC2CCCO2)C(=O)/C1=C\c1ccc(O)cc1 (stereo not drawn)
 : i	-6	-3	-8	-1.5	2.2	-5	-1	3
COc1ccc(NC(=S)N(CCCN2CCOCC2)Cc2ccco2)cc1
 : i	-4	1	-1	0.1	-0.5	-2	-5	-55
CC(=O)c1ccc(COC(=O)c2cc3ccccc3oc2=O)cc1
 : i	0	2	-6	-0.6	8.3*	0	-3	-3
COc1cc(OC)c(C=CC(=O)c2ccccc2O)c(OC)c1
 : i	-1	8	-2	0.3	0.8	-1	-4	-5

(list continues)
Fields – Neddylation inh	FAS TE block	CSN inh	MsrA act	Tb MetRS inh	MsrA inh	E coli Lon inh	Rin1-Abl PPI inh	MLLE-PAM2 inh
O=C(NCCc1ccccc1)C1CCN(S(=O)(=O)c2ccccc2)CC1
 : i	0	4	-4	-0.1	-1.6	3	1	-4
Cc1ccc(Cc2c(C(C)(C)C)nc3cc(C)c(Br)c(C)n23)cc1
 : i	18	-2	-4	-0.3	0.4	-6	-3	0
COc1ccc(S(=O)(=O)N2CCCCC2)cc1NC(=O)CCCOc1ccc(C)cc1
 : i	30	4	-1	-0.2	0.7	0	4	0
Cc1ccc(NC(=O)C2(S(=O)(=O)c3ccc(Cl)cc3)CC2)c(Br)c1
 : i	20	-2	-4	-0.2	2.3	6	0	7
COc1cc2c(cc1OC)C(c1cc(OC)c(OC)c(OC)c1)NCC2 (stereo not drawn)
 : i	-5	1	3	-0.1	-1.6	-1	-3	-3
